Compound activity deposited in PubChem BioAssay by National Center for Advancing Translational Sciences (NCATS).
Fluorescein autfl = compound autofluorescence in fluorescein spectral region; Compound autofluorescence, 480/540 nm, fluorescein-equivalent; stronger effect = higher value; max fluorescein-equivalent concentration, M; hit rate 0.91% among 59,000; AID 593; in the data active means max fluorescein-equivalent concentration above about 10 nM; inconclusive means between about 1.1 nM and that limit
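Compounds (23 nL) in 100 mM Tris pH 8.0, 15 min at room temperature, then fluorescence read at 480 nm excitation/540 nm emission. Signal converted to fluorescein-equivalent concentration from an on-plate fluorescein standard curve.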
Luciferase inh = firefly luciferase inhibition; hit rate 2.2% among 72,000; Potency, µM (top dose mostly 57.1 µM), for the others: at the top dose activity change, negative = inhibition, hits mostly inhibitors; purified firefly luciferase, luminescence, 8 min; P08659; further: potency means the concentration at half of the fitted maximal effect; on the % scale 0 is the no-effect control and ±100 the full control effect; nearly all actives have a fitted effect of over 40% in size
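Titration-based qHTS; buffer 50 mM imidazole pH 7.2, 50 mM KCl, 7 mM MgCl2, 10 uM ATP, 0.01% Tween 20, 0.05% BSA; luciferase/luciferin detector mix added after compound; 8 min, ambient; luminescence.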
Caspase-7 inhib = blocks human caspase-7 allosterically or competitively | P55210 | recombinant caspase-7, Ac-DEVD-AFC fluorescence rate | Potency, µM (titrated, usually from 57.5 µM), for the others: at the top dose activity change, negative = inhibition, usual class: inhibitors | hit rate 0.02% among 75,000; active means well fitted inhibition curve with a large enough effect in the main read-out, with a control signal flat, not every such curve was filed as active; inconclusive means small, poorly fitted or top-dose-only effect, or a change in a side signal; further: potency means the concentration at half of the fitted maximal effect; % of control where 0% means no effect
Target sequence (P55210 24-198 limits assumed): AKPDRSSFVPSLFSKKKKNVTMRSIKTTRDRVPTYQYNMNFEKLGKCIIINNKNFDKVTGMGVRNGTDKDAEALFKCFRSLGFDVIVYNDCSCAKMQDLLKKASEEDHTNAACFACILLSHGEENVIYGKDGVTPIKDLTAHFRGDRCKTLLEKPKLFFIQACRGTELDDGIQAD
Target sequence (P55210 207-303 limits assumed): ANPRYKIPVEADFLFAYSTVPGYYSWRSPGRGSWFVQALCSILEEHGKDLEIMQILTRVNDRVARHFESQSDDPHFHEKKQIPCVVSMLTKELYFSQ
Casp1 inh = blocks human caspase-1 allosterically or competitively; P29466; AID 900; Caspase-1 enzyme, Ac-WEHD-AFC fluorogenic rate; Potency, µM (top dose mostly 57.5 µM), for inactives: top-dose activity change, negative = inhibition, most hits filed as inhibitors; hit rate 0.03% among 75,000;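 further: potency means the concentration at half of the fitted maximal effect; plate controls were vehicle for no effect and no substrate for full effect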
HEK293 cAMP cs = parental HEK293 cAMP activation (counter-screen) | parental HEK293 CNG cAMP sensor, membrane potential fluorescence | Potency, µM (doses to about 57.1 µM), for inactives: at the top dose activation, hits mostly activators | hit rate 2.5% among 73,000 | AID 938; further: potency means the concentration at half of the fitted maximal effect; % of control where 0% means no effect; nearly all actives have a fitted effect of over 55% in size
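Counterscreen for endogenous-receptor signalling: CNG-channel HEK 293 cells report cAMP rise by membrane depolarization. After 60 min dye equilibration with 100 uM RO 20-1724, compounds incubated 30 min before bottom-read fluorescence at 590 nm.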
HADH2 inhib = HADH2 (human) dehydrogenase inhibition. Q99714. AID 886. recombinant HADH2, NADH fluorescence, beta-hydroxybutyryl-CoA. hit rate 3.4% among 73,000. Potency, µM (titrated, usually from 57.1 µM), inactives show at the top dose activity change, negative = inhibition, usual class: inhibitors; further: potency means the concentration at half of the fitted maximal effect; on the % scale 0 is the no-effect control and ±100 the full control effect; nearly all actives have a fitted effect of over 60% in size; many of its hits are not listed in these tables
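E. coli-expressed His-tagged HADH2 tested at 20 nM in alkaline Tris buffer (pH 9.0); oxidation of 90 uM beta-hydroxybutyryl-CoA with 1 mM NAD+ tracked fluorimetrically for 4 min.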
USP2a inhib = blocks human ubiquitin-specific protease USP2a; USP2a enzymatic assay, qHTS inhibition; O75604; hit rate 0.1% among 60,000; Potency, µM (doses to about 38.3 µM), for inactives: at the highest dose activity change, negative = inhibition, actives largely listed as inhibitors;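 further: potency means the concentration at half of the fitted maximal effect; nearly all actives have a fitted effect of over 60% in size; plate controls were DMSO for no effect and NEM full inhibition control for full effect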
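Inhibition is measured in a cell-free coupled assay with 20 nM USP2 core, 20 nM Ub-PLA2 and 20 uM NBD C6-HPC, 2.5 h incubation. Activity normalized to NEM control.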
Tau filament bind = binders of human tau filaments; P10636; recombinant tau filaments, thioflavin S fluorescence, 15 h; filaments grown with octadecylsulfate alongside compound; Potency, µM (titrated, usually from 57.1 µM), without a hit: at the highest dose activity change, negative = inhibition; hit rate 2% among 71,000; AID 596;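 further: potency means the concentration at half of the fitted maximal effect; on the % scale 0 is the no-effect control and ±100 the full control effect; actives lower thioflavin S fluorescence by blocking filaments or displacing dye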
Target sequence (P10636 whole entry, looked up): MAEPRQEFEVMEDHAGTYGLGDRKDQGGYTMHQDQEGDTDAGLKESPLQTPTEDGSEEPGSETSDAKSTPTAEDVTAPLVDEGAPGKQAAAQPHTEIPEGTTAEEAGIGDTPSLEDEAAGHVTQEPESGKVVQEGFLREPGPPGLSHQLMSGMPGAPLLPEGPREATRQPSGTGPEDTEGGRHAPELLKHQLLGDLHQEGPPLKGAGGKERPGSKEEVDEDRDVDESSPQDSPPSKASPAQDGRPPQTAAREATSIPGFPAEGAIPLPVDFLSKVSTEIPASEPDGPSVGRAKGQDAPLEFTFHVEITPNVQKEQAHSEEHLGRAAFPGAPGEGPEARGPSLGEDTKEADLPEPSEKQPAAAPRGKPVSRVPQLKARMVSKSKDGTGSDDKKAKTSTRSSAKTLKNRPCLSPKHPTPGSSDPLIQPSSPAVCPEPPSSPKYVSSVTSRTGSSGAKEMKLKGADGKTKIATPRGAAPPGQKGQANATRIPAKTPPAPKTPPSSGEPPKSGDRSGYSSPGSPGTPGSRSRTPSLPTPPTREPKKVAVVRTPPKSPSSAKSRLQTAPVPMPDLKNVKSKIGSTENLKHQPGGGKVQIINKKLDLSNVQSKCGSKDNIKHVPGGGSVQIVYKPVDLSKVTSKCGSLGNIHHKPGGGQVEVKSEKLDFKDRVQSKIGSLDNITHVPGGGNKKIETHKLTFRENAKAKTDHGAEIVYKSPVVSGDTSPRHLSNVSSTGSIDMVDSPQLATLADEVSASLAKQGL
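ThS-based fibril read: tau 1 uM final, inducer ODS 30 uM final, 37 C for 15 h, ex 450/em 510 nm.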
Rhodamine autofl = compound fluoresces in the rhodamine spectral region; Rhodamine-region fluorescence, 547/598 nm, Tris buffer; stronger effect = higher value; hit rate 0.05% among 59,000; max dye-equivalent concentration, M; in the data active means max dye-equivalent concentration above about 11 nM; inconclusive means between about 1.1 nM and that limit
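Steps: pin-transfer compounds into pH 8.0 Tris (100 mM), hold 15 min at room temperature, image with a 547/598 nm filter pair, and convert intensities to rhodamine-equivalent concentration using a six-point on-plate rhodamine series.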
ERK AVP block = vasopressin-driven ERK pathway inhibition; hit rate 0.99% among 72,000; HEK293-V1b, vasopressin-stimulated pERK AlphaScreen; Potency, µM (titrated, usually from 57.5 µM), without a hit: at the top dose activity, negative = inhibition, most hits filed as inhibitors; further: potency means the concentration at half of the fitted maximal effect; on the % scale 0 is the no-effect control and ±100 the full control effect; nearly all actives have a fitted effect of over 55% in size
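Overnight-seeded V1b-HEK293 cells in 1% FBS got compound, then vasopressin (25 nM final, 5 min, 37C), then lysis buffer. AlphaScreen detection of phospho-ERK; activity normalized to basal and full-stimulation controls.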
Texas Red fluor = Texas Red region autofluorescence. Compound fluorescence, Texas Red channel, 547/618 nm; stronger effect = higher value. max dye-equivalent concentration, M. hit rate 0.06% among 59,000. AID 587; in the data active means max dye-equivalent concentration above about 10 nM; inconclusive means between about 1.1 nM and that limit
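Fluorescence at ex 547/em 618 nm, normalized against an on-plate Texas Red standard series to give dye-equivalent concentration per compound concentration. Buffer 100 mM Tris, pH 8.0; 15 min RT incubation before CCD imaging.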
Numbers without * were called inactive; i = inactive; ? = inconclusive; / = not tested or not shown; [ ] = another dose, or the depositor's remark. Unless noted, the call rests on the fitted dose curve; in most records, active means well fitted curve in the direction sought with a large enough effect; inconclusive means small, poorly fitted or top-dose-only effect, or another doubt; inactive means no such curve, though single readings can be large; an effect the other way counts as inactive or inconclusive.

SMILES	Fluorescein autfl	Luciferase inh	Caspase-7 inhib	Casp1 inh	HEK293 cAMP cs	HADH2 inhib	USP2a inhib	Tau filament bind	Rhodamine autofl	ERK AVP block	Texas Red fluor
CCCn1c(SCc2ccccc2)nc2c1c(=O)[nH]c(=O)n2C	i	3.1%	0.5%	1.1%	3.4%	?	-3.6%	4.9%	i	-12.2%	?
CCOC(=O)C1=C(O)CSC1=Nc1ccccc1	/	-0.3%	-0.4%	-0.7%	4.4%	-4.8%	6.8%	7.0%	/	?	/
CC(=O)NC1Sc2ccccc2N=C1c1ccccc1 (configuration not stated)	i	?	-4.9%	-5.7%	?	-13.8%	/	-18.8%	i	25.6%	?
CCOc1cccc(C(=O)Nc2nc(-c3ccc(S(=O)(=O)N4CCOCC4)cc3)cs2)c1	i	-1.1%	0.2%	-2.5%	25.9%	?	48.0%[activator]	129.0%	i	?	i
Cc1noc(NS(=O)(=O)c2ccc(NC(=O)c3cnc4scc(C)n4c3=O)cc2)c1C	/	3.1%	1.6%	-1.6%	1.2%	-19.7%	/	-16.8%	/	/	/
O=C1c2ccccc2C(=O)N1C/C=C/c1ccccc1	i	2.4%	-1.5%	-2.5%	8.0%	5.1%	-13.8%	-4.9%	i	-1.3%	i
COc1ccc(CNC(=O)C(C)NC(=O)c2cc3ccccc3o2)cc1 (configuration not stated)	i	-2.7%	-0.5%	0.9%	0.7%	5.3%	9.6%	-3.8%	i	-6.6%	i
O=C(NCC(=O)N(Cc1ccco1)C(C(=O)NC1CCCC1)c1cccnc1)c1cccs1 (configuration not stated)	i	2.5%	1.9%	0.7%	7.8%	1.0%	1.5%	11.6%	i	-2.4%	?
Cc1c(-c2ccccc2)[n+](=O)c(-c2ccco2)c(C)n1[O-]	i	-0.6%	0.7%	-0.1%	0.4%	214.7%[activator]	-0.3%	-10.4%	i	-5.3%	?
Clc1ccccc1OCCCCn1ccnc1	/	-4.1%	0.1%	-1.4%	?	8.2%	8.9%	-3.4%	/	-17.7%	/
COc1ccc(-n2c(SCCC#N)nnc2-c2cc(Cl)ccc2OC)cc1Cl	i	1.8%	-2.0%	-4.7%	25.8%	8.0%	46.9%[activator]	15.4%	i	-15.8%	i
C=CCn1c(=O)c2c(C)c(C)sc2n2c(Nc3ccc(OC)cc3)nnc12	i	-1.2%	-0.9%	-1.5%	7.1%	7.5%	-3.0%	-26.6%	i	-10.1%	i
CCOc1cc(/C=N/O)cc(Br)c1OC	/	0.9%	0.2%	-3.9%	15.0%[11.4 µM]	8.2%[11.4 µM]	2.7%[7.66 µM]	-4.6%[11.4 µM]	/	?	/
Cc1cc(-n2nnc3ccccc32)nc2ccccc12	i	2.2%	-1.2%	-1.4%	?	12.2%	-3.3%	83.5%	i	22.8%	i
CS(=O)(=O)N(CC(=O)Nc1ccc2c(c1)OCCO2)Cc1ccc(Cl)cc1	?	0.4%	-0.3%	-1.2%	18.4%	3.0%	6.3%	-26.1%	i	?	i
N[C@@H](CSc1nc2ccccn2c1[N+](=O)[O-])C(=O)O	i	2.7%[11.4 µM]	1.0%[11.5 µM]	-1.6%[11.5 µM]	5.3%[11.4 µM]	-1.8%[11.4 µM]	/	0.3%[11.4 µM]	i	31.7%[11.5 µM]	?
CCOC(=O)c1[nH]c2ccc(OC)cc2c1NC(=O)CN1CCSCC1	?	1.2%	-0.7%	-1.5%	19.7%	25.1µM*	16.8%	-16.4%	i	-10.1%	?
O=C(CN1CCN(C(c2ccccc2)c2ccccc2)CC1)N1CCOCC1	i	-38.8%	3.2%	-3.3%	0.7%	4.5%	-7.8%	7.1%	i	-1.2%	?
Cc1noc(C)c1S(=O)(=O)NC1CCN(Cc2ccccc2)CC1	/	0.8%	-1.9%	0.3%	3.2%	2.3%	/	-9.7%	/	3.8%	/
CNC(=O)c1nnn(Cc2ccccc2)c1NC(C)=O	i	1.0%	-1.6%	-0.5%	1.7%	4.2%	-1.2%	-11.6%	i	-8.9%	i
O=C(CN1C(=O)NC2(CCOc3ccccc32)C1=O)Nc1ccc2c(c1)OCCO2 (configuration not stated)	i	-0.4%	0.6%	-0.6%	5.9%	5.5%	6.7%	-9.5%	i	8.0%	i
O=C(C1CCN(S(=O)(=O)c2cccnc2)CC1)N1CCN(c2ccc(Cl)cc2)CC1	i	0.3%	-1.1%	0.1%	14.2%	2.8%	25.0%	3.1%	i	-21.6%	i
Cc1nn(-c2ccccc2)c(C)c1NC(=O)c1ccc(S(=O)(=O)N2CCCC2)cc1	?	-33.2%	7.5%	-0.2%	3.7%	1.4%	10.5%	1.4%	i	0.1%	?
COCCNC(=O)CN1CCC(NC(=O)Nc2ccc(C(F)(F)F)cc2)CC1	i	0.5%	0.6%	0.7%	-4.0%	-0.9%	9.7%	6.1%	i	-3.9%	?
CCN1CCN(C(=O)c2nn(-c3ccc(OC)cc3)c(=O)c3c2c2ccccc2n3C)CC1	?	1.4%	-0.9%	0.2%	?	53.4%[activator]	9.6%	4.5%	i	-25.8%	?
CCc1ccc(OCc2nnc(SCC(=O)NCc3ccco3)o2)cc1	i	-0.9%	1.1%	-0.6%	19.0%	20.4%	3.6%	-2.4%	i	4.4%	i
CCOc1ccc(C2C(C#N)=C(N)SC(N)=C2C#N)cc1OCC	1.43e-08M*	-0.6%	-10.8%	-9.8%	25.5%	7.94µM*	?	23.2%	i	2.0%	i
C/C(=C\C#N)n1nc(C)cc1N	?	5.6%	0.3%	-1.2%	8.6%	12.1%	1.4%	-3.9%	i	5.2%	i
COC(=O)CS(=O)(=O)c1nnc([C@H](Cc2ccccc2)NC(=O)OC(C)(C)C)o1	i	-17.7%	-1.4%	0.1%	?	5.01µM*	1.8%	-14.7%	i	41.2%	?
CCOC(=O)c1ccc(NC(=O)CSc2nccn2C)cc1	i	-4.4%	0.1%	1.7%	8.7%	1.0%	14.1%	0.1%	i	15.4%	?
OC(CN1CCOCC1)CN(c1ccccc1)c1ccccc1 (configuration not stated)	i	0.2%	-2.3%	-0.9%	12.0%	-23.4%	6.4%	-5.0%	i	-0.2%	?
OC1CCCN(Cc2ccc3c(c2)Cc2ccccc2-3)C1 (configuration not stated)	/	-17.8%	-0.3%	-0.4%	15.2%	8.3%	14.7%	48.1%	/	2.3%	/
CCOc1ccc(S(=O)(=O)N2CCCCC2)c2ccccc12	/	0.9%	-2.4%	-2.0%	?	-5.3%	-19.1%	-8.2%	/	-6.4%	/
COc1ccc(-c2c(C)nn3c(N4CCN(Cc5ccccc5)CC4)cc(C)nc23)cc1OC	/	-0.2%	-4.7%	-2.3%	?	3.8%	/	-19.1%	/	?	/
COc1ccc(S(=O)(=O)N[C@H](C(=O)N2CC[C@@]3(O)CCCC[C@H]3C2)c2ccccc2)cc1	i	1.5%	-2.3%	-1.2%	?	1.8%	9.8%	1.4%	i	2.1%	?
Fc1ccc(NCc2nnc(SCc3nnc(-c4ccccc4)o3)n2Cc2ccccc2)cc1	i	1.0%	-3.7%	-1.2%	28.3%	-12.0%	62.9%[activator]	7.4%	i	-5.7%	i
CC(=O)Nc1ccc(S(=O)(=O)Nc2ccc(NC(=O)c3ccco3)cc2)cc1	i	-0.6%	0.6%	0.6%	20.0%	6.4%	-5.9%	0.3%	i	-2.8%	?
CC(CC(=O)NCc1ccccc1)C1CCCO1 (configuration not stated)	i	-0.2%	0.9%	-1.2%	9.0%	1.3%	0.0%	-7.5%	i	-19.2%	i
CCOC(=O)C1=C(N)OC2=C(C(=O)CCC2)C1c1ccccc1OCC (configuration not stated)	/	2.3%	0.7%	-4.2%	15.4%	-1.6%	-2.1%	-3.5%	/	-3.1%	/
CCC1(c2ccccc2)NC(=O)N(CC(=O)Nc2ccc3c(c2)OCO3)C1=O (configuration not stated)	?	0.6%	-0.2%	-1.3%	-5.3%	1.4%	8.5%	10.1%	i	-15.3%	i
COCCN1Cc2cccc(C(=O)Nc3cc(OC)ccc3OC)c2C1=O	i	0.6%	0.6%	-1.8%	6.3%	4.5%	1.6%	-11.9%	i	-4.5%	i
Cc1cccc(OCC(=O)Nc2cccc(O)c2)c1	i	-10.5%	-3.9%	0.2%	-1.1%	-10.8%	17.0%	-9.1%	i	?	i
CC(C)CC(c1nnnn1C1CCCCC1)N1CCN(c2ncccn2)CC1 (configuration not stated)	i	5.0%	2.2%	-3.3%	33.7%	4.0%	/	-1.8%	i	-9.5%	i
O=C(Cn1c(C(F)(F)F)nc2ccccc21)NCCN1CCCC1	i	-25.5%	0.4%	0.0%	9.1%	-18.9%	5.6%	-12.6%	i	-3.7%	?
Cc1cc(NC(=O)CSc2nc3c([nH]c4ccccc43)c(=O)n2-c2cccc(C(F)(F)F)c2)no1	i	-0.1%	-0.8%	1.0%	3.3%	-14.3%	18.1%	i	i	-12.3%	i
O=C(c1ccc(S(=O)(=O)N2CCCCC2)cc1)N1CCN(Cc2ccc3c(c2)OCO3)CC1	/	2.9%	-1.1%	-0.3%	6.5%	-3.1%	26.0%	-13.2%	/	8.1%	/

Not all compounds are listed. The share of hits here may be higher or lower than overall.
